PI4K2A block = inhibitors of human PI4K2A; Q9BTU6; purified PI4K2A, ADP-Glo luminescence, 1 h; stronger effect = lower value; activity change, negative = inhibition, % at 76.9 µM; actives 0.13% (n = 420,000); AID 1346378; in the data active means activity change below about -50%; inconclusive means mostly about -30% to -49%;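 further: -100% = wells without enzyme as full effect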
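Compounds are screened against recombinant PI4K2A using PI as substrate and ATP, the latter dispensed at 300 microM. Reactions run one hour at ambient temperature before ADP-Glo detection; full inhibition defined by wells lacking enzyme.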
Pin1 inh = inhibitors of human Pin1; actives 0.009% (n = 390,000); Pin1 FP peptide displacement, HiFluor488, 10 min; Potency, µM (highest dose often 115 µM), inactives show at the highest dose activity, negative = inhibition, most hits filed as inhibitors; Q13526; active means well fitted inhibition curve with a large enough effect in the polarisation, with a control signal flat, not every such curve was filed as active; inconclusive means small, poorly fitted or top-dose-only effect, or effect the other way, or a change in a side signal; inactive means no such curve, though single readings can be large or run the other way; the % refers to the polarisation; further: potency means the concentration at half of the fitted maximal effect; on the % scale 0 is the no-effect control and ±100 the full control effect
HP1b chromo inh = blocks HP1-beta chromodomain binding to methylated histone tails; actives 0.56% (n = 390,000); P83916; AlphaScreen HP1-beta / biotin-H3K9me3 peptide binding; Potency, µM (series often up to 114 µM), inactives show top-dose activity change, negative = inhibition, most hits filed as inhibitors; further: potency means the concentration at half of the fitted maximal effect; nearly all actives have a fitted effect of over 70% in size; inactives centre near 23
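AlphaScreen: HP1-beta (50 nM) preformed 30 min with biotin-H3(1-18)K9me3 peptide (50 nM) in PBS pH 7.4, 0.01% Tween-20. Compound added for 30 min at RT, then streptavidin donor/nickel chelate acceptor beads (10 ug/mL) for 30 min.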
PGK inhibitor = T. brucei PGK inhibition; P07378; PGK/GAPDH coupled, Kinase-Glo luminescence, 60 min; Potency, µM (highest dose often 57.5 µM), without a hit: at the top dose activity change, negative = inhibition, actives largely listed as inhibitors; actives 0.043% (n = 380,000); further: potency means the concentration at half of the fitted maximal effect; on the % scale 0 is the no-effect control and ±100 the full control effect; nearly all actives have a fitted effect of over 60% in size
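Luminescent ATP detection (Kinase-Glo Plus) follows a 60-minute room-temperature incubation, with wells lacking PGK as controls. Buffer: 100 mM TEA (pH 7.6), 5 mM MgCl2, 0.01% Tween-20. Coupling enzyme GAPDH (100 nM final) supplies unstable 1,3-BPG in-well.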
BAZ2B block = blocks human BAZ2B. actives 4.4% (n = 360,000). Potency, µM (doses to about 114 µM), without a hit: at the highest dose activity change, negative = inhibition, usual class: inhibitors. AID 504333. AlphaScreen BAZ2B-H3K14Ac peptide displacement. Q9UIF8; further: potency means the concentration at half of the fitted maximal effect; on the % scale 0 is the no-effect control and ±100 the full control effect; nearly all actives have a fitted effect of over 60% in size
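Inhibition is scored as reduced AlphaScreen emission. The BAZ2B/b-H3(5-23)K14Ac complex (50 nM each) in PBS pH 7.4, 0.01% Tween-20 meets compound (up to 110 uM) for 30 min at RT before bead addition.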
GLS inh = inhibitors of human glutaminase (GLS). O94925. GLS enzymatic activity, qHTS titration. Potency, µM (doses to about 45.5 µM), for the others: at the highest dose activity change, negative = inhibition, hits mostly inhibitors. actives 0.21% (n = 410,000); further: potency means the concentration at half of the fitted maximal effect; on the % scale 0 is the no-effect control and ±100 the full control effect
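hKGA; 45 mM KH2PO4 pH 8.2 + 0.02% Tween-20; cpd via pin tool; 1 mM Gln soln; GluOx/HRP/Amplex Red; RT 30 min; fluor. t0 & final.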
POLH inh = inhibitors of human DNA polymerase eta; Q9Y253; recombinant Pol eta, fluorescent DNA replication assay; Potency, µM (top dose mostly 114 µM), without a hit: at the highest dose activity change, negative = inhibition, hits mostly inhibitors; actives 1.2% (n = 390,000); further: potency means the concentration at half of the fitted maximal effect; on the % scale 0 is the no-effect control and ±100 the full control effect
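Fluorescent replication assay: 50 nM final substrate added after a 15 min room-temperature compound preincubation with 10 nM enzyme. Signal taken at 0 min and again at 10 min.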
JMJD2A Tudor = JMJD2A Tudor domain (human) inhibition. AID 504339. Potency, µM (titrated, usually from 114 µM), for the others: top-dose activity change, negative = inhibition, actives largely listed as inhibitors. AlphaScreen JMJD2A-Tudor / H3K4me3 peptide binding. actives 4.4% (n = 390,000); further: potency means the concentration at half of the fitted maximal effect; on the % scale 0 is the no-effect control and ±100 the full control effect; nearly all actives have a fitted effect of over 50% in size
G9a block = blocks human histone lysine methyltransferase G9a | G9a H3K9 monomethylation, AlphaScreen, 2 h | Potency, µM (highest dose often 102 µM), without a hit: top-dose activity, negative = inhibition, usual class: inhibitors | Q96KQ7 | actives 8.8% (n = 350,000); further: potency means the concentration at half of the fitted maximal effect; on the % scale 0 is the no-effect control and ±100 the full control effect; nearly all actives have a fitted effect of over 75% in size
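Chemiluminescent proximity detection of H3K9 monomethylation, read after 10 min bead incubation in the dark. Reaction: 20 nM G9a, 500 nM biotin-H3K9 peptide, 20 uM SAM cofactor, 2 h, room temperature, following 15 min enzyme-compound preincubation.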
The depositor's hits bear a star; i = inactive; ? = inconclusive; . = not tested or not shown; & = joins results of further samples; [ ] = dose if it differs, or a comment. Unless noted, the call rests on the fitted dose curve; in most records, active means well fitted curve in the direction sought with a large enough effect; inconclusive means small, poorly fitted or top-dose-only effect, or another doubt; inactive means no such curve, though single readings can be large; an effect the other way counts as inactive or inconclusive. This is a subset; count on the stated rates, not on these rows.

SMILES	PI4K2A block	Pin1 inh	HP1b chromo inh	PGK inhibitor	BAZ2B block	GLS inh	POLH inh	JMJD2A Tudor	G9a block
COc1ccccc1/C=N/NC(=O)c1ccc(C)nc1	2	-8%	22%	i	-1%	2%	-3%	-17%	12%
Cc1ccc(C)c(S(=O)(=O)NCCCc2ccccc2)c1	4	-2%	93%[activator]	0%	40%[activator]	0%	-2%	31%	11%[59 µM]
O=C(N/N=C/c1ccccc1C(=O)O)c1cc(-c2ccc3c4c(cccc24)CC3)n[nH]1	5	?	10%	-6%	?	4%	?	-21%	?
Cc1sc2nc(CSc3ncn[nH]3)[nH]c(=O)c2c1C	-1	-5%	14%	-8%	.	8%	4%	-5%	9%
O=C(Nc1ccccc1)N(C1=NCCC1)c1ccccc1	-2	-4%	57%[activator]	i	6%	1%	-18%	19%	67%[activator]
O=c1[nH]c2cc(Cl)ccc2n(CCNc2ncc(C(F)(F)F)cc2Cl)c1=O	-2	2%	28%	6%	8%	3%	-10%	-10%	51%[12.7 µM]
N#CCc1ccc(NS(=O)(=O)c2ccc(C3CCCCC3)cc2)cc1	1	1%	30%	0%	-7%	-4%	-19%	0%	14%[59 µM]
CC(=O)c1cc(C#N)c(SCC(=O)Nc2nccs2)nc1C	-5	5%	66%[activator]	i	-15%	-6%	-3%	-10%	.
CCCCNC(=O)C(Sc1ccccc1)c1ccccc1 (stereo not given)	2	-4%	41%[activator]	-4%	-1%	-1%	-12%	12%	13%
O=C(COc1ccccc1)N/N=C/c1sc(=O)n(Cc2cccc(C(=O)O)c2)c1Cl	1	?	4%	1%	-30%	-11%	22µM*	-30%	?
Cc1ccc(CN2CCc3nc(Nc4ccc5c(c4)OCCO5)ncc3C2)cc1	-2	?	?	.	40µM*	4%	.	45µM*	-24%[12.7 µM]
CCOC(=O)c1ccc2c(c1)n(CC)c(C)[n+]2CC	?	10%	16%	-7%	-32%	75%[activator]	-17%	-2%	?
CCCc1[nH]nc2c1C1(C(=O)N(CC)c3ccccc31)C(C#N)=C(N)O2 (stereo not given)	-2	0%	16%	-3%	2%	8%	0%	-14%	-6%
Cc1ccc(C(=O)N2C3=C(CCCC3)C(=O)NC23CCCCC3)cc1	-2	-8%	25%	-12%	?	5%	-14%	-18%[57.1 µM]	5%
NC(=O)c1nsc(C(=O)N(CC(=O)NC2CCCC2)Cc2ccc3c(c2)OCO3)c1N	2	1%&-3%	32%&31%[activator]	-6%	0%	-18%	-4%	3%&-10%	-6%
Cc1c(C(=O)NCCn2ccc3ccccc32)cccc1[N+](=O)[O-]	4	-2%	25%	0%	.	-1%	-21%	-18%	-43%
COc1ccc(C(=O)Nc2nnc(C3=COCCO3)o2)cc1OC	-1	9%	53%[activator]	-2%	16µM*	2%	?	50µM*	43%
CC(C)Cn1nc(C(=O)OCC(=O)NCC(F)(F)F)c2ccccc2c1=O	-1	2%	19%	-9%	-14%	1%	-18%	-15%	-27%
Cc1cccc(-c2c3c(=O)n(C)c(=O)n(C)c3cn2C2CCCCC2)c1	-1	-2%	-8%	i	?	-1%	-6%	-32%	2%
Cc1nnc(SC(C)C(=O)Nc2ccc(Cl)cc2Cl)[nH]c1=O (stereo not given)	2	5%	31%	6%	.	6%	6%	-2%	.
COc1ccc(-c2cc(C(=O)NC(C)c3ccccc3)c3cc(C(C)C)ccc3n2)cc1 (stereo not given)	-4	3%	5%	-9%	-1%	-2%	-16%	-24%	-3%[59 µM]
Cc1ccc(NC(=O)CSc2nc3ccccc3nc2Cc2ccccc2)c(Cl)c1	4	2%	6%[57 µM]	-3%	4%	-7%	-21%	-12%	-21%[59 µM]
C[C@@H]1NC(=O)[C@@]2(C)[C@@H](c3ccccc3)[C@H]3COc4ccccc4[C@@H]3N2C1=O	2	-4%	32%	0%	-2%	0%	-15%	-9%	-4%[0.501 µM]
CCC(C)C(=O)Nc1nnc(CCc2ccccc2)s1 (stereo not given)	7	2%	4%	5%	33%[activator]	-26%	-11%	71µM*	.
O=C(CCc1ccccc1)NNC(=O)COc1ccccc1Cl	2	1%	24%	-4%	0%	-3%	5%	-15%	-2%

Nothing new here: entries from further up.
SMILES	PI4K2A block	Pin1 inh	HP1b chromo inh	PGK inhibitor	BAZ2B block	GLS inh	POLH inh	JMJD2A Tudor	G9a block
COc1ccccc1/C=N/NC(=O)c1ccc(C)nc1	2	-8%	22%	i	-1%	2%	-3%	-17%	12%
Cc1ccc(C)c(S(=O)(=O)NCCCc2ccccc2)c1	4	-2%	93%[activator]	0%	40%[activator]	0%	-2%	31%	11%[59 µM]

The listing continues:
SMILES	PI4K2A block	Pin1 inh	HP1b chromo inh	PGK inhibitor	BAZ2B block	GLS inh	POLH inh	JMJD2A Tudor	G9a block
O=[N+]([O-])c1cc(S(=O)(=O)N2CCCC2)ccc1OCc1ccccc1	1	0%	7%	-4%	-29%	1%	-17%	-30%	?
COc1ccccc1NS(=O)(=O)c1cc(N)ccc1N1CCOCC1	-4	-9%	?	5%	.	-6%	-18%	-31%	.
Cc1ccc2[nH]c(=O)c(C(c3nnnn3C3CCCC3)N(Cc3cccnc3)Cc3ccco3)cc2c1 (stereo not given)	-3	16%	0%	i	-35%	0%	-9%	?	-44%
CCN1CCN(CCCNC(=O)CS(=O)(=O)Cc2nc(-c3ccccc3C)oc2C)CC1	-1&0	-3%&1%	30%&22%	-1%&9%	?	0%&4%	5%&-1%	-10%&-7%	-11%[59 µM]
COC(=O)Oc1cncc(C(=O)O)c1	-7	5%	13%	-3%	?	2%	2%	-12%	-2%[59 µM]
CCOC(=O)c1ccccc1NC(=O)Cc1c(C(=O)O)c(C)cn1C	-1	?	9%	6%	-14%	-3%	-12%	-23%	1%[59 µM]
CCc1ccc(C2=C(C)C(N3CCC(C(=O)NCCc4ccco4)CC3)=NS2(=O)=O)cc1	-4	10%	7%	-5%	-11%	0%	-10%	-13%	0%[59 µM]
CCC(C)c1ccc(S(=O)(=O)Nc2cccnc2)cc1 (stereo not given)	-1	-1%	46%[activator]	.	-31%	-7%	-6%	-30%	50µM*
O=C(COC(=O)Cc1ccc(F)cc1)NC1CCCCC1	-1	2%	38%	-1%	-6%	-1%	-27%	-7%	-16%[59 µM]
CC(=NNC(=S)N1CCCCC1)c1cccc(C)n1	8	-4%	?	-9%	.	27%	-14%	25µM*	.
Cc1cc(C)c(NC(=S)N(CCN2CCCCC2)Cc2ccco2)c(C)c1	7	-7%	-3%	10%	-33%	2%	-23%	-22%	?
Cc1ccc(Cn2cnc3nc4c(cc3c2=O)CC(C)CC4)cc1 (stereo not given)	-2	21%	16%[57 µM]	3%	-12%	-14%	-18%	-19%	1%[59 µM]
CCOC(=O)c1c(NC(=O)C(C)Sc2nnc(C)c(=O)[nH]2)sc2c1CCCC2 (stereo not given)	-1	2%	-15%	-5%	-14%	20%	-7%	-19%	?
O=c1c2c(-c3cccs3)csc2ncn1/N=C/c1ccc(OC(F)F)cc1	-4	0%	45%	-1%	1%	4%	-10%	-8%	12%[59 µM]
CCOC(=O)c1c(NC(C)=O)sc2c(O)c(Br)cc(Br)c12	3	-2%	-45%	-6%	?	10%	-7%	?	?
COc1ccc(C)c2sc(=NC(=O)c3cccc(N4C(=O)CCC4=O)c3)n(C)c12	-6	8%	65%[activator]	-3%	2%	-28%	-9%	-19%	-4%
CCOc1ccc(CCNC(=O)COC(=O)C2CCN(S(=O)(=O)c3ccccc3)CC2)cc1OCC	2	-3%	-2%	i	.	9%	1%	-28%	.
Cc1ccccc1CC(=O)Nc1ccc(S(=O)(=O)N2CCOCC2)cc1	-1	8%	33%	2%	-3%	-7%	-6%	-5%	-3%
COc1ccc(NC(=O)CSC2=Nc3ccccc3C3=NC(CCC(=O)NCc4cccs4)C(=O)N23)cc1 (stereo not given)	0	-1%	19%	i	-12%	4%	-18%	-12%	9%[59 µM]
CCOc1ccc(NS(=O)(=O)c2ccc(OCC(=O)NCc3ccncc3)cc2)cc1	7	-4%	42%[activator]	-4%	-19%	8%	-6%	-6%	1%
O=C(NN=C1CCCCCC1)c1cccs1	-2	-5%	10%	-8%	-16%	8%	-6%	-12%	-4%
Cc1noc(NS(=O)(=O)c2ccc(N/C=C/C(=O)c3cccnc3)cc2)c1C	2	4%	3%	-9%	4%	35%	-1%	-21%	-47%[59 µM]
CC(=O)Nc1ccc(NC(=O)C(C)OC(=O)/C=C/c2cccs2)cc1 (stereo not given)	-7	3%	30%	-1%	-18%	-15%	-16%	-4%	-16%
CCOC(=O)C1CCN(c2cc(=O)n(-c3ccccc3Cl)c(=O)[nH]2)CC1	-4	-13%	18%	.	1%	-2%	-3%	2%	21%[59 µM]
COc1ccc(NS(=O)(=O)c2ccc(N3CCOCC3)c(NC(=O)/C=C/C(=O)O)c2)cc1	1	-15%	17%	-17%	.	-11%	?	-14%	.
COC(=O)c1ccccc1N(C)S(C)(=O)=O	6	-8%	39%	5%	7%	-1%	-11%	4%	-3%[12.7 µM]
N#Cc1ccc2[nH]c(CO)c(-c3ccccc3)c2c1	0	6%	11%	2%	-31%	4%	-10%	-22%	?
CCC(=O)NC(=S)Nc1cccc(NC(=O)CC)c1	7	5%	27%	-7%	-3%	12%	0%	-1%	13%[2.33 µM]
O=C(Cn1nc(C(F)(F)F)c2c1CCCC2)NCc1ccco1	1	2%	27%	4%	-29%	-5%	-14%	-17%	?
COc1ccccc1N(C)S(=O)(=O)c1ccc(C(=O)OCC(=O)NCc2ccco2)cc1	0	-5%	-3%	i	?	1%	3%	?	?
